Bioassay records from PubChem BioAssay.
LMPTP block: LMPTP phosphatase inhibitors, primary screen, biochemical, fluorescence intensity, uHTS; Low molecular weight phosphotyrosine protein phosphatase (Homo sapiens), P24666; recombinant LMPTP-A, OMFP fluorogenic substrate; inhibition, % at 20 µM; 360,000 tested, 0.22% active;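 active = compounds that cut the enzyme signal by at least half of the control window in the single-dose screen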;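 also: plate controls were DMSO wells with enzyme plus substrate for no effect and substrate without enzyme for full effect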
Target sequence (P24666 whole entry, looked up): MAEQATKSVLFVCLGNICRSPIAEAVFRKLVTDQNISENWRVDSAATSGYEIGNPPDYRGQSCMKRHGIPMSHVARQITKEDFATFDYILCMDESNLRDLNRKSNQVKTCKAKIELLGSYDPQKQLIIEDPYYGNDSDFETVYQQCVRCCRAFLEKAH
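Material: LMPTP-A; amount: 0.625 nM enzyme; doses: single 20 µM dose; times: reaction 50 min, room temperature, dark; technique: fluorescence intensity of OMFP turnover product; benchmarks: no-enzyme and uninhibited controls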
Scp-1 inhibitor: Scp-1 phosphatase inhibitors, primary screen, biochemical, colorimetric, uHTS; inhibition, % at 20 µM; 340,000 tested, 0.88% active; Recombinant Scp1, phosphopeptide, malachite green phosphate absorbance; Carboxy-terminal domain RNA polymerase II polypeptide A small phosphatase 1 (Homo …; AID 493091, 2011;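 active = inhibition above about 50% at 20 µM, limit read from the data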;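 also: plate controls were DMSO wells with enzyme for no effect and wells lacking enzyme for full effect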
Target sequence (Q9GZU7 76-261 limits assumed): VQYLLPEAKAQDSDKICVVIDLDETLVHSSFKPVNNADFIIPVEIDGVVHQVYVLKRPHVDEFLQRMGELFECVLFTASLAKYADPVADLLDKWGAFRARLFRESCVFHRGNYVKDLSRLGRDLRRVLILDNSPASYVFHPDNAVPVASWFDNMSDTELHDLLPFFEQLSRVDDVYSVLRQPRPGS
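Material: truncated SCP-1 phosphatase (76-261aa) / Buffer or medium: 50 mM Tris acetate pH 5.5, 0.005% Tween-20, 10 mM MgCl2 / Compound dosing: one concentration, 20 µM, with 1.0% DMSO / Incubation: 45 min room-temperature reaction, 5 min colour, 30 min stabiliser / Detection: colorimetric free-phosphate detection, absorbance 630 nm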
TbMetRS inhib: T. brucei MetRS inhibitors, primary screen, biochemical, luminescence | purified T. brucei MetRS, ATP depletion, Kinase-Glo luminescence | inhibition, % at 11.9 µM | AID 624268, 2012 | 360,000 tested, 0.4% active;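 active = inhibition above a per-plate cutoff of the control wells' mean inhibition plus 3 SD, cut at about 5.5% in these data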;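 also: 0% = DMSO wells median and 100% = median of wells with control inhibitor compound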
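Dosing: 11.9 µM single point; system: parasite MetRS enzyme; technique: luminescence of leftover ATP; times: 15 min enzyme-compound preincubation, 2 h reaction, 10 min detection, 25 °C; replicates: each compound tested once; read-out basis: percent inhibition relative to median high and low control wells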
PABP1 MLLE inh: inhibitors of PABP1 MLLE–PAM2 peptide binding, primary screen, biochemical, fluorescence polarization, FITC-PAM2, GST-MLLE; 360,000 tested, 0.36% active; inhibition, % at 20 µM; AID 588489, 2011; Polyadenylate-binding protein 1 (Homo sapiens), P11940; in the data active = inhibition above about 35%, passing the limit was not always enough;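 also: plate controls were DMSO wells with GST-MLLE for no effect and wells lacking GST-MLLE protein for full effect; some results filed as inactive read as strong as hits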
CSN inh: inhibitors of CSN-mediated cullin deneddylation, primary screen, biochemical, fluorescence polarization, uHTS | AID 651999, 2013 | COP9 signalosome complex subunit 5 (Homo sapiens), Q92905 | Purified CSN, SCF-Nedd8-OG deneddylation | inhibition, % at 12.5 µM | 360,000 tested, 0.38% active;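 active = pattern-corrected inhibition above about 35%, with an unprinted fluorescence ratio check between 0.5 and 1.5, limit read from the data, passing the limit was not always enough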;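 also: 0% = enzyme with substrate and 100% = substrate without enzyme; some results filed as inactive read as strong as hits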
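Assay system: Purified human Csn5 enzyme expressed in HEK293T cells | Amount: Enzyme 0.24 nM | Measured by: Fluorescence polarization readout | Medium: Tris/NaCl/DTT buffer, pH 7.5 | Compound dosing: One concentration, 12.5 µM, 0.25% DMSO | Times: 90 min incubation of compound, enzyme and substrate at room temperature | Control set: no-enzyme wells high, enzyme-with-substrate wells low | Read-out: % inhibition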
SUMO1 PPI mod: modulators of SUMO1 protein-protein interactions, primary screen, biochemical, uHTS | Small ubiquitin-related modifier 1 (Homo sapiens), P63165 | SUMO1 binding to a labelled peptide, TR-FRET, 1 h | inhibition, % at 20 µM | 360,000 tested, 0.33% active; in the data active = inhibition above about 37%
Target sequence (P63165 whole entry, looked up): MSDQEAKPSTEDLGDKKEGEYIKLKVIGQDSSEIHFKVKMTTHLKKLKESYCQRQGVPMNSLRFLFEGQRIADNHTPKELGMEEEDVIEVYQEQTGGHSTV
STEP inh: STEP phosphatase inhibitors, primary screen, biochemical, fluorescence intensity, uHTS; Tyrosine-protein phosphatase non-receptor type 5 (Homo sapiens), P54829; recombinant STEP, OMFP fluorogenic substrate; inhibition, % at 20 µM; 360,000 tested, 0.25% active; AID 588621, 2011;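 active = inhibition at 20 µM, scaled per plate between control wells, above about 37%, limit read from the data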;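 also: 0% = DMSO with enzyme and substrate and 100% = substrate only without enzyme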
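System: isolated STEP enzyme; schedule: 20 min enzyme reaction at room temperature, protected from light; medium: Bis-Tris buffer pH 6.0, 2.5 mM DTT, 0.005% Tween 20; signal: fluorescence, 480/540 nm; dosing: single compound dose of 20 µM, 1% DMSO final; also added: OMFP substrate, 25 µM final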
DNMT1 block: human DNMT1 methyltransferase inhibitors, primary screen, biochemical, molecular beacon, fluorescence, HinP1I cleavage, uHTS | inhibition (reported as % activation of signal), % at 10 µM | 360,000 tested, 0.83% active | DNA (cytosine-5)-methyltransferase 1 (Homo sapiens), P26358; in the data active = inhibition above about 50%
Rpn11 inh: Rpn11 (PSMD14) deubiquitinase inhibitors, primary screen, biochemical, fluorescence polarization, uHTS | 26S proteasome non-ATPase regulatory subunit 14 (Homo sapiens), O00487 | human 26S proteasome, Ub4-pepOG fluorescence polarization; 20S core pre-blocked with epoxomicin | calls only at 20 µM | 360,000 tested, 0.59% active;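 active = inhibition at 20 µM, scaled to each plate's controls, above about 33%, limit read from the data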
Target sequence (O00487 whole entry, looked up): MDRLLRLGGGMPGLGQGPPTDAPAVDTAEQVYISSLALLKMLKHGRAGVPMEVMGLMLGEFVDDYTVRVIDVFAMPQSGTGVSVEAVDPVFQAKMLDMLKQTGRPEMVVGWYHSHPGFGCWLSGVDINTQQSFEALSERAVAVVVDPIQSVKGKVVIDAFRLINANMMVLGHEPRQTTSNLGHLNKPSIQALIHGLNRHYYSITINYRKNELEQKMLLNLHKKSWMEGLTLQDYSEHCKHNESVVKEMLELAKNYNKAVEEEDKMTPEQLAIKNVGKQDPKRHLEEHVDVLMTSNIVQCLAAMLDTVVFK
NadD inh: inhibitors of S. aureus NadD, primary screen, biochemical, colorimetric, uHTS | Nicotinate-nucleotide adenylyltransferase NadD (Staphylococcus aureus N315) | purified NadD enzyme, colorimetric absorbance read-out | inhibition, % at 20 µM | 360,000 tested, 0.78% active; in the data active = inhibition above about 26%; also: some compounds past the cut are filed as inactive
* hit, by the source's call; i = inactive; . = no result given; + = active, no number.

SMILES	LMPTP block	Scp-1 inhibitor	TbMetRS inhib	PABP1 MLLE inh	CSN inh	SUMO1 PPI mod	STEP inh	DNMT1 block	Rpn11 inh	NadD inh
CNc1ccc(C(=O)N2CCN(S(=O)(=O)c3ccc4c(c3)OCCCO4)CC2)cc1[N+](=O)[O-]	3.1	-8.3	0.1	2.1	-0.4	-40.7	-3.5	-3.8	i	2.9
CCOc1ccc(N2C(=O)CS/C2=C(\C(Cl)=C(Cl)Cl)[N+](=O)[O-])cc1	-0.5	-10.8	-0.1	-17.4	13.9	-3.1	-1.8	-11.6	+	4.5
CCC(C)Cn1cnc2c(SCc3ccccc3F)nc(N)nc21 (stereo not drawn)	-1.8	3.3	-0.4	-5.9	1.3	-2.1	-1.0	-3.5	i	-5.4
O=C(N=C1SC2CS(=O)(=O)CC2N1CCc1ccccc1)C1CC1 (stereo not drawn)	-1.2	-4.7	-0.1	-11.6	-3.6	1.5	0.0	0.8	i	-2.1
COc1cccc(/C=C/C(=O)OCC(=O)NC(=O)NC2CCCCC2)c1	0.8	-1.1	-0.3	-9.0	-9.4	-6.9	-3.3	-1.6	i	-2.9
O=C(CCc1ccc(O)cc1)NNC(=S)NCCc1ccccc1	-2.1	-13.3	-0.1	-61.9	4.3	4.9	-0.6	-1.9	i	-1.4
Cc1ccccc1NC(=O)CN1C(=O)CSc2ccc(S(=O)(=O)N3CCCC3)cc21	0.3	37.8	-0.2	-12.4	5.4	-1.1	-4.3	1.9	i	-5.4
Cc1sc2nc(SCc3nnc(-c4cccs4)o3)n(C3CCCC3)c(=O)c2c1C	2.2	-10.2	-1.0	-2.8	4.5	5.2	-2.4	-4.9	i	0.3
COc1ccc(CC(=O)Nc2cc(S(=O)(=O)Nc3ccc(OC)cc3)ccc2OC)cc1	1.3	-6.8	-0.2	-5.2	-5.7	1.9	-1.1	-8.6	i	-1.3
COC(=O)c1sccc1NC(=S)Nc1cc(OC)ccc1OC	-0.4	-9.0	1.1	13.0	3.7	3.0	-2.9	1.0	i	-0.6
NS(=O)(=O)c1ccc(CCNC(=O)NC23CC4CC(CC(C4)C2)C3)cc1	-0.9	-1.4	-0.5	-3.9	-1.0	4.5	1.8	-3.0	i	-7.1
CCn1c2ccc(C)cc2c2n[nH]c(=S)nc21	-2.1	-0.8	-0.7	20.0	-1.6	-6.5	0.5	8.1	i	1.7
O=C1CSc2ccc(C(=O)NCc3ccccn3)cc2N1	0.1	2.1	-0.4	-7.0	-2.4	-5.4	0.7	-1.3	i	-3.0
O=C(OCC(=O)N1CCN(c2ccccc2)CC1)c1ccc(Cl)nc1	-0.8	-4.8	-0.5	9.2	0.1	-0.6	3.3	4.0	i	-1.3
COc1cc(OC)cc(-c2nnc(SCC(=O)Nc3cccc(C(=O)O)c3)s2)c1	-1.0	-10.7	0.1	-37.2	1.6	21.6	-0.9	-2.2	i	11.7
CCN1C(=O)[C@H]2[C@@H](c3ccc(OC)cc3)N3C(=O)CN(CCOC)C(=O)[C@@]3(Cc3ccccc3)[C@H]2C1=O	-1.0	-2.3	-0.3	-10.0	1.7	5.4	-3.4	11.9	i	0.8
CCc1ccc(NC(=O)CC2C(=O)N(c3cccc(C)c3)C(=O)N2C2CC2)cc1 (stereo not drawn)	-0.7	-9.2	1.1	-18.3	-0.1	1.1	0.9	6.0	i	-5.6
O=C1CN(S(=O)(=O)c2cc(C(F)(F)F)ccc2Cl)CCN1	-0.9	-2.7	-0.5	6.5	-4.1	-2.7	-2.5	2.0	i	-3.8
CCn1c(-c2cccn(Cc3ccccc3)c2=O)n[nH]c1=S	2.1	-0.8	-1.3	4.5	-8.5	3.4	-1.1	6.0	i	-2.9
O=[N+]([O-])c1cc(Br)cc(C=Nc2ccc3c(c2)OCO3)c1O	4.2	0.2	0.5	-6.1	7.0	9.5	2.0	-12.2	i	18.1
Cc1ccc(SCc2[nH]nc3c2C(c2cccnc2)C(C#N)=C(N)O3)cc1 (stereo not drawn)	1.4	-3.7	1.1	11.2	7.4	-9.6	-0.3	1.1	i	7.4
O=C(NN1C(=O)C2C3C=CC(C3)C2C1=O)c1ccccc1 (stereo not drawn)	-1.2	-3.1	-0.5	1.3	-4.6	-7.9	-0.8	1.3	i	-4.6
COC(=O)c1ccc(N2C(=O)CC(SCCN)C2=O)cc1 (stereo not drawn)	-2.8	-3.1	-0.6	19.1	3.4	-2.9	-1.4	0.8	i	-4.9
COc1ccc2c(C(=O)NCCCCO)c(-c3ccc(S(C)(=O)=O)cc3)sc2c1	0.6	-0.3	-0.3	5.8	3.8	-15.7	2.8	0.2	i	-5.4
O=P(Cc1cc[n+]([O-])cc1)(c1ccccc1)c1ccccc1	-1.9	-3.4	-0.7	12.0	1.6	1.6	-1.6	0.1	i	-3.0
O=C(CN(c1ccc(F)cc1)S(=O)(=O)c1ccccc1)NC1CC2CCC1C2 (stereo not drawn)	-0.5	-1.3	-0.6	8.2	1.2	-5.9	0.7	0.0	i	-1.6
Cc1ccc(-n2ncc3c(Nc4cccc(C(=O)O)c4)ncnc32)cc1	0.2	5.6	-0.9	15.1	-0.1	27.3	3.1	1.1	i	-2.7
CC(C)(C)c1cc(C(=O)NN)n(Cc2ccc(Cl)cc2Cl)n1	-0.7	-9.8	0.1	11.9	-0.3	4.5	-3.3	-0.6	i	0.8
CN1CC=C2C(C#N)=C(N)C(C#N)(C#N)[C@H](c3ccoc3)[C@H]2C1	1.1	-14.5	-0.4	138.6	-83.6	14.9	-7.2	8.7	i	-0.9
CC(CNC(=O)c1cc(COc2c(F)cccc2F)on1)c1ccccc1 (stereo not drawn)	1.0	-16.6	-0.1	-10.1	2.5	-1.6	-0.5	-0.8	i	-3.9
O=C(Nc1ccc2c(c1)OCCO2)C1CCCN1S(=O)(=O)c1cccc2cccnc12 (stereo not drawn)	-0.4	57.4*	-0.2	-2.4	-7.0	-1.1	-1.8	-6.4	i	3.5
COc1ccc(CC(=O)Nc2ccc(-c3cn4ccc(C)cc4n3)cc2)cc1	6.7	-8.9	-1.0	-15.9	6.1	-5.6	-0.8	-8.3	i	7.4
S=C(NCC1CCCO1)NC1CC1 (stereo not drawn)	-0.5	10.3	-0.2	-9.6	-5.9	-1.3	-1.6	1.4	i	-9.2
COc1ccc(C)cc1N1CC(C(=O)OCc2nc(N)nc(Nc3ccccc3C)n2)CC1=O (stereo not drawn)	1.0	-9.0	-0.5	-4.6	3.9	-1.3	-0.9	-1.9	i	-1.0
COCCCNS(=O)(=O)c1ccc(SC)cc1	-1.8	-7.3	0.1	13.4	-11.7	1.4	-2.8	3.2	i	2.5
NC(=O)CC(NC(=O)Cc1ccc(Br)cc1)c1ccc(N2CCCCCCC2)c([N+](=O)[O-])c1 (stereo not drawn)	-0.8	-3.0	-0.3	16.3	1.8	0.4	1.9	65.0*	i	-10.5
COC(=O)[C@@H]1C[C@@]2(O)[C@H](O)[C@H](O)[C@H](O)C[C@H]2N1Cc1ccc(C)s1	-0.7	-5.6	-0.1	-0.2	3.0	2.0	2.1	-2.2	i	-2.0
O=C(Nc1ccccc1)C1CCCN1S(=O)(=O)c1ccc(Br)cc1 (stereo not drawn)	-1.5	-4.0	0.1	-1.0	-6.1	2.0	-2.1	0.9	i	-7.4
Cc1ccc(CNCCC2=CCCCC2)cc1	-0.6	-4.3	-0.9	-5.4	1.1	-3.6	-1.3	-0.1	i	-7.7
CCOC(=O)C1=C(C)NC(C)=C(C(=O)OCC)C1c1ccncc1	0.4	.	-0.2	1.8	-3.2	-2.3	1.1	-3.0	i	-0.1
CN(C)CCNc1ncnc2c1ncn2[C@H]1CN(Cc2ccccc2)C[C@@H](CO)O1	-8.4	.	-0.3	20.8	3.7	-2.3	-0.9	1.5	i	3.8
COc1ccc(Cl)cc1NS(=O)(=O)c1cn(C)nc1C	0.0	-6.1	-0.2	5.1	-0.2	0.5	1.3	3.5	i	3.7
O=C(O)C1C2C=CC(C2)C1C(=O)Nc1ccccc1Br (stereo not drawn)	2.4	69.1*	-0.3	-1.8	0.5	26.2	43.5*	22.8	i	-1.2
CC(=O)Nc1ccc(CN2C(=O)C(Cc3ccccc3)ON=C2c2ncccc2C)cc1 (stereo not drawn)	-1.7	.	0.4	5.6	-6.9	4.5	-0.4	-1.8	i	4.3
COc1ccc(N=C2SC(CC(=O)Nc3ccccc3)C(=O)N2Cc2ccco2)cc1 (stereo not drawn)	1.8	-2.5	-0.7	9.9	-6.1	-2.6	-0.6	-9.2	i	-3.1
O=C(Nc1ccccc1O)c1cccc(S(=O)(=O)Nc2ccccc2O)c1	1.7	-5.1	6.3*	-4.4	0.0	2.5	-2.0	0.7	i	-7.3
